aGal spleen mod: inhibits or activates alpha-galactosidase in human spleen homogenate; P06280; human spleen homogenate, 4MU-alpha-Gal fluorescence, 40 min; Potency, µM (series often up to 80 µM), for inactives: top-dose activity change, negative = inhibition, most hits filed as inhibitors; 240,000 tested, 0.008% active;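 also: 0% = enzyme with vehicle and -100% = no enzyme basal signal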
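Spleen homogenate 1 ug + cpd (titration) + 4-MU-alpha-D-galactopyranoside 1 mM; 37C 40 min; 50 mM citrate/phosphate pH 5.0, 0.01% Tween-20; stop pH 10; fluorescence 365/440; AC50 via Hill.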
GAA glycogen mod: alters human alpha-glucosidase cleavage of glycogen. recombinant GAA, glycogen substrate, Amplex Red glucose oxidase fluorescence. P10253. 300,000 tested, 0.38% active. Potency, µM (titrated, usually from 76.4 µM), for inactives: top-dose activity change, negative = inhibition, usual class: inhibitors;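 also: 0% = full enzyme reaction and -100% = no-enzyme basal signal; the screen sought inhibitors and activators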
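Recombinant human alpha-glucosidase (4 nM final) hydrolysed bovine liver glycogen (30 ug) for 40 min at 37 C in pH 5.0 citrate/phosphate with 0.01% Tween-20. Released glucose detected by glucose oxidase/Amplex Red, Ex 573/Em 610 nm. Compounds up to 77 uM; AC50 from Hill fits.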
KDM4E inh: inhibitors of human JMJD2E histone demethylase; B2RXH2; JMJD2E catalytic domain, FDH-coupled NADH fluorescence (FDH is formaldehyde dehydrogenase); Potency, µM (top dose mostly 57.1 µM), inactives show at the top dose activity change, negative = inhibition, hits mostly inhibitors; 230,000 tested, 1.6% active; active = well fitted inhibition curve with a large enough effect, not every such curve was filed as active; inconclusive = small, poorly fitted or top-dose-only effect, or another doubt; inactive = no such curve, though single readings can be large or run the other way;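 also: 0% = wells with enzyme and -100% = buffer wells without enzyme; nearly all actives have a fitted effect of over 50% in size; many of its hits are not listed in these tables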
Target sequence (B2RXH2 1-337 limits assumed): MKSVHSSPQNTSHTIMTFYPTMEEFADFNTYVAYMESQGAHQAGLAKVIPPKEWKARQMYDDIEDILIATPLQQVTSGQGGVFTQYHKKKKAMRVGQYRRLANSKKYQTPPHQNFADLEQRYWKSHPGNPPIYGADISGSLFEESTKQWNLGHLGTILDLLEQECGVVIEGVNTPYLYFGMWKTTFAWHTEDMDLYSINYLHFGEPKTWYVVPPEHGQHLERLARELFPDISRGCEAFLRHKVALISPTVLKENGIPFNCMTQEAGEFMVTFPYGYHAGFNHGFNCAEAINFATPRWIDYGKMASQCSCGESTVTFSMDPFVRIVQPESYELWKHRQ
aGlu spleen mod: lysosomal alpha-glucosidase (human) modulation; human spleen homogenate, 4-MU-alpha-glucoside fluorescence; Potency, µM (doses to about 79.9 µM), for the others: top-dose activity change, negative = inhibition, hits mostly inhibitors; 240,000 tested, 0.006% active;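 also: 0% = enzyme with vehicle and -100% = no enzyme basal signal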
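Compounds were titrated against alpha-glucosidase in spleen homogenate at pH 5.0, with 1 mM 4-methylumbelliferyl substrate for 40 min at 37 C. Reactions were quenched with pH 10 NaOH/glycine and fluorescence measured.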
GoLoco inh red: blocks human Gai1 binding to RGS12 GoLoco peptide, red readout; Potency, µM (highest dose often 61.6 µM), without a hit: at the highest dose activity, negative = inhibition, hits mostly inhibitors; Gai1:RGS12 GoLoco peptide FP, rhodamine, 10 min; 230,000 tested, 0.44% active; AID 880; P63096; active = well fitted inhibition curve with a large enough effect, not every such curve was filed as active; inactive = no such curve, though single readings can be large or run the other way; also: % is scaled to controls: 0 for no effect and ±100 for the full control effect; nearly all actives have a fitted effect of over 30% in size; many of its hits are not listed in these tables
GAA inhib: alpha-glucosidase (human) inhibition; Potency, µM (highest dose often 76.9 µM), inactives show top-dose activity change, negative = inhibition, usual class: inhibitors; 200,000 tested, 0.005% active; purified human GAA, 4-MU-alpha-glucoside fluorescence; AID 1466; P10253;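 also: plate controls were uninhibited enzyme wells for no effect and no-enzyme background for full effect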
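Human enzyme at 4 nM with 400 uM 4-methylumbelliferyl-alpha-D-pyranoside, citrate/phosphate buffer pH 5.0, 0.005% Tween-20, 20 min at room temperature. Compounds up to 77 uM. 4-MU fluorescence (Ex 365/Em 440) read after NaOH/glycine stop; AC50 from Hill fit.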
ALDH1A1 block: inhibitors of human aldehyde dehydrogenase 1A1. Purified ALDH1A1, NADH fluorescence, propionaldehyde substrate. Potency, µM (doses to about 75.3 µM), for inactives: top-dose activity, negative = inhibition, hits mostly inhibitors. 220,000 tested, 7.3% active. AID 1030; active = well fitted inhibition curve with a large enough effect, not every such curve was filed as active; inconclusive = small, poorly fitted or top-dose-only effect, or another doubt; inactive = no such curve, though single readings can be large or run the other way;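 also: plate controls were no enzyme wells and a reference inhibitor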
Target sequence (P00352 whole entry, looked up): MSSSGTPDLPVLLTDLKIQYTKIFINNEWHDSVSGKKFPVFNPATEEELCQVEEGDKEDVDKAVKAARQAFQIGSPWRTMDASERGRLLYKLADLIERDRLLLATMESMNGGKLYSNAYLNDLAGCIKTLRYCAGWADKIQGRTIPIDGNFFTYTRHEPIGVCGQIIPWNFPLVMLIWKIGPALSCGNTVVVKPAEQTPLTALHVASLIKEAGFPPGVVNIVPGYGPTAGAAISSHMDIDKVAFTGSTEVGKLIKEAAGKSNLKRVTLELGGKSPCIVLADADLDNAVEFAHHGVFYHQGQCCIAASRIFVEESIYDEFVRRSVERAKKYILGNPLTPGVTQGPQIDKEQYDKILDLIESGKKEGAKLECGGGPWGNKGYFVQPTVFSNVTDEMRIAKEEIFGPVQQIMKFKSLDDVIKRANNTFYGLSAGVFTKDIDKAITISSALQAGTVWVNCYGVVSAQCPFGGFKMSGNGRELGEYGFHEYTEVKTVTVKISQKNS
SMN2 splice enh: enhancers of SMN2 splice variant expression | HEK293 SMN2-luciferase splicing reporter, luminescence, 30-36 h | Potency, µM (series often up to 46.1 µM), for inactives: at the top dose activity change, positive = activation, usual class: activators | 210,000 tested, 2.8% active; also: % of control where 0% means no effect; nearly all actives have a fitted effect of over 55% in size
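qHTS luciferase splicing reporter: luminescence rises when SMN2 exon 7 is included in transfected HEK293 cells. Compound exposure lasted 30-36 h at 37C, with 4.5 mM final sodium butyrate as control, followed by a ONE-Glo read.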
Starred values were filed as active, the others as inactive; i = inactive; ? = inconclusive; · = no result given; & = joins results of further samples; [ ] = remark or other dose. Unless noted, calls follow the shape of the dose curve; as a rule, active = well fitted curve in the direction sought with a large enough effect; inconclusive = small, poorly fitted or top-dose-only effect, or another doubt; inactive = no such curve, though single readings can be large; an effect the other way counts as inactive or inconclusive. Potency is read from the fitted curve at half-maximal effect. Only part of the results is shown; rates above refer to the full screens.

structure	aGal spleen mod	GAA glycogen mod	KDM4E inh	aGlu spleen mod	GoLoco inh red	GAA inhib	ALDH1A1 block	SMN2 splice enh
CC(C)CN1CCCC2(CCN(C(=O)c3cccn3C)CC2)C1	-4%	·	·	-18%	17%	·	5%	-3%
CCC(=O)N1CCc2cc(Br)cc(S(=O)(=O)NCc3ccco3)c21	-4%	0%	-14%	1%	5%	-6%	?	17%
C/C(=N\OCC(=O)Nc1ccc(Br)cc1)c1cccs1	-2%	-6%	-12%	-6%	-4%	-3%	3%	-23%
O=Nc1c(O)n(Cc2ccc(Cl)c(Cl)c2)c2ccccc12	-11%	-12%	1%	-18%	2%	-8%	29%	-13%
CC(C)c1nc2sc3c(=S)nc[nH]c3c2c2c1CCC2	8%	-9%	4%	0%	12%	·	·	·
CCN(C(=O)Cc1c(C(=O)O)[nH]c2ccccc12)c1ccc(OC)cc1	5%	1%	-28%	1%	0%	-6%	?	11%&-3%
COc1ccc(-c2nnc(SCC(=O)c3ccco3)n2-c2ccccc2)cc1	-6%	1%	13%	-6%	4%	9%	2%	-2%
CC(C)Cn1c(N)c(C(=O)CSc2ncnc3sc4c(c23)CCCC4)c(=O)n(C)c1=O	-5%	-10%	4%	-5%	25%	-5%	-7%	-11%
COc1ccc(Nc2nnc(SCc3cc(=O)n4ccsc4n3)s2)cc1	0%	-4%	?	0%	8%	?	14µM*	28%
CCn1c(SCc2nc3ccccc3c(=O)[nH]2)nc2ccccc21	-6%	5%	-2%	0%	10%	-1%	-7%	-13%
COC(=O)c1c(NC(=O)Nc2ccc(Cl)cc2)sc(C)c1C	-1%	-6%[76.3 µM]	?	5%	6%	2%	-16%	?
O=C(Nc1cccc(OC(=O)c2cccnc2)c1)c1cccnc1	4%	3%	1%	-4%	5%	-1%	6%	3%
Cc1ccccc1NN=Nc1nc2c([nH]1)c(=O)n(C)c(=O)n2C	5%	-2%	-25%	-1%	-28%	4%	?	6%
COc1ccccc1CNS(=O)(=O)c1c(C)noc1C	-3%	3%	5%	-2%	11%	-14%	9%	-1%
CC1CCN(CCCn2c(SCC(=O)Nc3ccccc3Cl)nc3ccccc3c2=O)CC1	-4%	3%	-1%	2%	4%	?	?	-61%[inhibitor]
Cc1cc(=O)[nH]c(-n2nc(C)c(Oc3ccccc3O)c2C)n1	-3%	9%	3%	-8%	16%	4%	9%	-22%
CN(Cc1cnccn1)Cc1nc(Cc2ccccc2F)no1	5%	9%	-2%	-13%	1%	1%	-7%	·
CCc1nnc(NC(=O)c2c(O)c3cccc4c3n(c2=O)CC4)s1	2%	6%	-19%	-5%	-8%	9%	5%	·
Clc1ccc(CN2CCN(c3ncnc4scc(-c5cccs5)c34)CC2)cc1	-1%	-10%	-8%	-7%	-10%	-6%	?	-41%[inhibitor]
COc1ccc(OC)c2[nH]c(=O)c(CCNC(C)=O)cc12	-4%	4%	-5%	-2%	5%	-2%	10%	-9%
CN(C)c1ncc2nc(-c3cc(F)cc(F)c3)c(=O)n(C[C@H]3CCCO3)c2n1	-13%	·	·	1%	-7%	·	0%	·
CCCC1C(C#N)=C(N)Oc2n[nH]c(C(C)(C)C)c21 (stereo not given)	3%	-5%	-26%	-13%	-3%	-7%	?	-4%
COc1ccc(C2CC(c3ccc(Cl)cc3)=NN2C(=O)c2cccc([N+](=O)[O-])c2)cc1 (stereo not given)	2%	-4%	-7%	-13%	4%	-10%	0%	17%
CCOC(=O)C1(Cc2ccc(OC)cc2)CCN(C(=O)[C@@H]2CCCN2C(C)=O)CC1	7%	1%	-5%	-9%	-3%	·	·	·
CC(=O)NCC(=O)N[C@@H](CC(=O)OCc1ccccc1)C(=O)OCc1ccccc1	8%	-6%	16%	5%	12%	·	·	·
CC(c1ccccc1)N1CC(C(=O)O)CC1=O (stereo not given)	5%	-10%	-3%	7%	2%	4%	-1%	7%
O=C(Nc1ccc(Cl)cc1C(=O)N1CCOCC1)c1ccco1	7%	-3%	10%	-1%	8%	7%	3%	-10%
Cc1nc(Cl)c(C(=O)NCc2ccccc2)c(C)c1Cl	-1%	6%	-1%	·	6%	2%	?	0%
S=C(NCCc1ccccc1)Nc1ccccn1	4%	-1%	-30%	-2%	-2%	0%	3.2µM*	·
COc1ccccc1N1CCN(C(=O)CSc2nc3ncnc(N)c3[nH]2)CC1	-7%	-6%	-2%	-16%	8%	2%	28µM*	0%
CN(c1cccc(NC(=O)CN(c2cccc(F)c2)S(C)(=O)=O)c1)S(C)(=O)=O	5%	4%	-4%	3%	1%	-5%	1%	3%
Cc1cc(C(=O)O)ccc1-n1c(C)cc(/C=C(/C#N)C(=O)Nc2ccccc2)c1C	-1%	12%	-24%	-9%	-2%	·	?	·
COC(=O)Nc1ccc(Cn2cc(C(F)(F)F)ccc2=O)cc1	-7%	-5%	-1%	-4%	-1%	0%	0%	-2%
COC(=O)c1ccc(C23CC4(C2)[C@H](CN(Cc2cccnc2)[C@@H]4c2ccccc2)C3c2ccc(C(F)(F)F)cc2)cc1 (stereo not given in full)	1%&-3%	-6%	4%&-23%	-2%&-3%	-5%&11%	·	13%	-25%
CC1C(=O)C(C)(C)C(=O)OC1c1ccccc1 (stereo not given)	6%	-5%	-8%	0%	2%	·	·	·
CCCCN1C(=O)CC(C(=O)OCC)=C1C	-1%	-18%	?	-6%	-6%	·	·	·
O=C(O)c1cccc2c1C(=O)N(Cc1ccncc1)C2	-7%	5%	2%	2%	-2%	5%	7%	-15%
COC(=O)COc1cc(Br)c(/C=C2/SC(=O)N(CC(=O)N3CCCC3)C2=O)cc1OC	3%	0%	-25%	-2%	8%	3%	20µM*	-10%
COc1ccccc1C(=O)NCc1n[nH]c(=S)n1Cc1ccccc1	1%	-14%	-2%	·	7%	-3%	?	0%
CCOC(=O)c1sc2nc3n(c(=O)c2c1C)CCC3	2%	6%	?	2%	-6%	4%	-11%	-8%
Cc1ccc(-c2cc([C@H]3[C@@H]4C=CCC[C@@]4(C)C(=O)N3Cc3ccccc3)ccc2F)cc1	0%	-9%	-9%	-6%	8%	·	·	·
Cn1c(SCC(=O)NC(C)(C)C)nc(O)cc1=O	2%	3%	-1%	-17%	·	-13%	7%	·
Cc1cccc(C)c1N(CC(=O)N1CCN(C)CC1)S(C)(=O)=O	-2%	2%	-1%	-1%	6%	-7%	12%	·
Oc1ccc(Oc2ncc(Cl)cc2Cl)cc1	4%	-20%	5%	16%	8%	-9%[15.4 µM]	8%	0%
O=C(CSCc1ccc(Cl)cc1Cl)Nc1c[nH]c(=O)[nH]c1=O	7%	9%	13%	-3%	·	5%	-2%	·
COc1ccc(C2C=C(c3ccccc3)Nc3ncnn32)cc1 (stereo not given)	6%	0%	?	-15%	11%	3%	?	-14%
CC1(C)OC(=O)N2CCc3ccccc3C21C (stereo not given)	-2%	-4%	i	-4%	0%	-10%	?	-22%
C=CCCc1ccc(C#N)c(SCc2c(C(=O)OCC)c3cc(OC(C)=O)c(Br)cc3n2C)n1	5%	3%	-5%	-4%	22%	1%	4%	30%
Oc1ccc(-c2nc3ccccc3s2)cc1	?	-1%	?	21%	14%	?	?	·
COc1nc(Nc2cccc([N+](=O)[O-])c2)nc(OC)n1	4%	8%	-2%	5%	7%	2%	-9%	-6%
Cc1cccc(NC(=S)Nc2cccc(C(F)(F)F)c2)n1	5%	3%	2%	-4%	3%	2%	3%	-5%
CCOc1ccc(NC(=O)c2ccc(S(=O)(=O)N(C)C)cc2)cc1	-6%	1%	6%	-4%	146%[activator]	-2%	-2%	-16%
O=C(Nc1ncn[nH]1)c1c(Cl)ccc(Cl)c1Cl	6%	1%	6%	0%	20%	?	2%	-10%
O=S(=O)(Nc1ccc(Br)cn1)c1cccs1	6%	-3%	-9%	1%	23%	-16%	?	-7%
CCOCCCNC(=O)C(NC(=O)c1ccccc1O)c1ccc(Cl)cc1 (stereo not given)	5%	5%	?	-2%	2%	3%	?	·
Cc1cc(C)nc(OC(=O)c2c(Cl)cc(Cl)cc2Cl)n1	-4%	1%	-5%	3%	2%	6%	4%	-1%

The list goes on.
structure	aGal spleen mod	GAA glycogen mod	KDM4E inh	aGlu spleen mod	GoLoco inh red	GAA inhib	ALDH1A1 block	SMN2 splice enh
O=C(CCN1CCN(c2ccc(Cl)cc2)CC1)Nc1nccs1	-8%	2%	11%	-1%	7%	-10%	-14%	-30%
COC(=O)C1=C(C(=O)OC)[C@@H]2N(C)c3ccccc3[C@@]23C[C@@H](C(=O)OC)N(S(=O)(=O)c2ccc(OC)cc2)C3=N1	16%[17.5 µM]	·	-5%[11.4 µM]	-3%[17.4 µM]	10%[14.2 µM]	·	24%[13.5 µM]	9%[9.22 µM]
COC(=O)c1cccc(NC(=O)c2cc(OC)c(OC)c(OC)c2Br)c1	-10%	-10%	-6%	10%	19%	2%	40µM*	?
COc1ccc(/C=N/NC(=O)c2ccc(Cl)cc2Cl)cc1COC(C)=O	0%	5%	1%	-2%	6%	-12%	-6%	26%
O=C(NCCNCCO)c1c(O)c2cccc3c2n(c1=O)CCC3	-3%	2%	?	-7%	4%	10%	?	?
CCC(=O)Nc1cccc(C2=NOC3(C2)C[C@@H](C(N)=O)N(C(=O)CC(c2ccccc2)c2ccccc2)C3)c1 (stereo not given in full)	3%	-2%	-5%	2%	-3%	·	·	·
COc1ccc(N(CC(=O)NCC2CCCO2)S(=O)(=O)c2c(C)noc2C)cc1 (stereo not given)	-12%	8%	1%	-7%	2%	7%	-2%	25%
OC(CNCc1ccccc1F)(c1ccc(F)cc1)c1ccc(F)cc1	8%	-6%	2%	4%	9%	?	14%	-22%
Cc1cccc(Cn2c(C)nc3c(N)c(C)c(C)cc32)c1	1%	-7%	-9%	-5%	10%	6%	-1%	-21%
